# Source: PubChem BioAssay
# FadD28 FP inh: M. tuberculosis FadD28 bisubstrate binding inhibition. FadD28 bisubstrate probe binding, fluorescence polarization. inhibition, % at 12.5 µM. actives 0.22% (n = 360,000). AID 588549; in the data active = inhibition above about 8.5%, passing the limit was not always enough; inconclusive = no clear call, values can overlap the other calls
# BoNT-F LC inh: BoNT F light chain protease inhibition; Multiplex microsphere protease cleavage assay, flow cytometry; inhibition, % at 10 µM; actives 0.22% (n = 360,000); in the data active = inhibition above about 35%, passing the limit was not always enough; inconclusive = no clear call, values can overlap the other calls; also: plate controls were buffer without enzyme for full effect and enzyme alone for no effect
# Mtb FBA inh: inhibits M. tuberculosis FBA enzyme | P9WQA3 | purified M. tuberculosis FBA, fluorescence read-out | inhibition, % at 1 µM | actives 2.3% (n = 360,000); in the data active = inhibition above about 27%;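 also: 0% = vehicle and 100% = reference inhibitor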
# GDH-TPI inh: GDH-TPI coupled enzyme inhibition counter-screen; actives 1.2% (n = 360,000); AID 588335; inhibition, % at 4.8 µM; GDH-TPI coupled enzyme counterscreen, NADH absorbance; in the data active = inhibition above about 30%;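 also: 0% = DMSO wells and 100% = wells lacking the enzyme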
# Rv3671c protease: Rv3671c (M. tuberculosis) protease inhibition | actives 0.048% (n = 320,000) | AID 2606 | inhibition, % at 5.96 µM | P9WHR9; in the data active = inhibition above about 38%;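 also: extracellular domain of Rv3671c used as enzyme; 0% = enzyme with DMSO and 100% = no enzyme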
# Target sequence (P9WHR9 whole entry, looked up, the tested form may be a part): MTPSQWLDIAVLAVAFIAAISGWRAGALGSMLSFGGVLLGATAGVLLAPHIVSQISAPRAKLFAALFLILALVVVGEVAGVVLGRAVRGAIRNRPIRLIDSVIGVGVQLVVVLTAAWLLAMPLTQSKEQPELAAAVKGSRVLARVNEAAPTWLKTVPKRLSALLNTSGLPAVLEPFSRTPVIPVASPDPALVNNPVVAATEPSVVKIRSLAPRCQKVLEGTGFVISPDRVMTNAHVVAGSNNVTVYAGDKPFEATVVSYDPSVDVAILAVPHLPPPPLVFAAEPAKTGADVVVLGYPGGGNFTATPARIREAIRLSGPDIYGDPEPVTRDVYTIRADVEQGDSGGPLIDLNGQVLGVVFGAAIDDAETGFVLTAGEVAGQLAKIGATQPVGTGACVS
# MazF activator: increases E. coli MazEF RNase cleavage of RNA; P0AE70; FAM/BHQ RNA-DNA oligo cleavage fluorescence, 5 h; activation, % at 20 µM; actives 0.32% (n = 350,000); in the data active = activation above about 50%
# Target sequence (P0AE70 whole entry, looked up): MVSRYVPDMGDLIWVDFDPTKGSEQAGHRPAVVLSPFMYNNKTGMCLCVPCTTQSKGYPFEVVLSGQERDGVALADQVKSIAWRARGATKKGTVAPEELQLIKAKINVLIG
# PrPC TRFRET: cell surface PrPC inhibition, primary TR-FRET screen; P04156; TR-FRET read-out; inhibition, % at 13.8 µM; actives 0.43% (n = 370,000); in the data active = inhibition above about 24%; also: 0% = median of the test wells and 100% = reference compound wells
# BioA inh: BioA (M. tuberculosis) enzyme inhibition. purified M. tuberculosis BioA enzyme, plate reader. inhibition, % at 9.99 µM. actives 0.096% (n = 360,000). AID 602481; in the data active = inhibition above about 40%; inconclusive = no clear call, values can overlap the other calls
# Mtb UGM inh: Mtb UDP-galactopyranose mutase inhibition. actives 0.06% (n = 320,000). purified UGM, fluorescence polarization probe displacement. inhibition, % at 10 µM; in the data active = inhibition above about 10%, passing the limit was not always enough; inconclusive = no clear call, values can overlap the other calls
# Target sequence (P9WIQ1 whole entry, looked up): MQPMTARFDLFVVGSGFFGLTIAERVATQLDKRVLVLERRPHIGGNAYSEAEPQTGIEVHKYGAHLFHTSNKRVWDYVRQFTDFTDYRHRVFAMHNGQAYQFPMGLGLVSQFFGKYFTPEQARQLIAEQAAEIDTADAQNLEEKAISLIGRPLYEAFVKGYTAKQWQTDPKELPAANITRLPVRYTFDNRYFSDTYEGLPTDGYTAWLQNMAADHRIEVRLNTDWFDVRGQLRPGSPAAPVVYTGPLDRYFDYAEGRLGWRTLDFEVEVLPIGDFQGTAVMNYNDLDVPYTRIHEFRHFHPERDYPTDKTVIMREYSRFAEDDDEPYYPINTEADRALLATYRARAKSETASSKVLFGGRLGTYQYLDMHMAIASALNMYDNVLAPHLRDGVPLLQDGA
# * marks the source's active call; other numbers are inactive results; ? = inconclusive; . = no result given.
smiles | FadD28 FP inh | BoNT-F LC inh | Mtb FBA inh | GDH-TPI inh | Rv3671c protease | MazF activator | PrPC TRFRET | BioA inh | Mtb UGM inh
CCCCCCCOC(=O)c1ccc(OC(=O)c2cccnc2)cc1 | -4.0 | -8 | -1 | 9 | -3 | -9 | -5 | . | 0.4
COc1ccc2c(c1)OC[C@H]1[C@H]2N2C(=O)[C@H](C)NC(=O)[C@@]2(C)[C@H]1c1ccccc1 | -5.7 | 9 | 0 | 9 | 8 | 2 | -3 | -1.9 | -0.3
COc1ccc(-c2csc(N3CCC(c4ccccc4)CC3)n2)cc1 | -2.3 | 1 | 0 | 8 | 7 | 1 | 9 | -0.4 | 0.1
CC(C)c1ccc2c(c1)C1Cc3ccccc3C1N2 (stereo not given) | -2.6 | 27 | 4 | 7 | -6 | -8 | -2 | . | -2.6
C=CCC1S/C(=N/N=C/c2cccs2)NC1=O (stereo not given) | -1.4 | 0 | -3 | 53* | 3 | -2 | -2 | -0.9 | -3.0
COC(=O)c1ccccc1NC(=O)C1CCCN(S(=O)(=O)c2ccc(F)cc2)C1 (stereo not given) | 0.5 | 2 | 5 | 7 | -5 | 0 | 5 | 2.4 | -1.4
CCCCOC(=O)CN1C(=O)c2ccc(C(=O)OCCCC)cc2C1=O | -2.5 | -6 | 1 | -19 | -2 | 0 | -10 | 0.0 | -0.9
O=c1[nH]c2cc3c(cc2cc1CN(CC1CCCO1)S(=O)(=O)c1ccc(Cl)cc1)OCCO3 (stereo not given) | -2.4 | -4 | 3 | 14 | -4 | -11 | 0 | 2.8 | 0.6
CSc1nc(O)c(/C=C2\C=Nc3ccccc32)[nH]1 | 1.8 | -2 | -3 | -1 | 17 | 8 | -8 | . | 0.1
COc1ccc(NC(=O)C2C3CCC4C(CCC32)C4(Cl)Cl)cc1 (stereo not given) | -2.4 | 7 | 0 | -4 | 1 | -1 | 5 | -1.2 | -4.3
C=CCn1c(C)cc(C(=O)CSc2nnc3n(CCC)c(=O)c4ccccc4n23)c1C | -2.1 | -2 | -3 | -1 | . | -1 | -6 | -0.7 | .
O=C(CSc1ccc([N+](=O)[O-])cn1)Nc1ccc2c(c1)OCCO2 | 4.1 | 1 | 2 | 14 | 3 | 9 | 41* | . | -0.9
O=[N+]([O-])c1ccc(/C=N/N2CCN(Cc3ccccc3)CC2)cc1 | -2.2 | ? | 2 | 17 | -3 | 3 | -19 | 0.8 | 0.6
COc1ccc2c(CN3CCCCCCC3)cc(=O)oc2c1 | -1.9 | 7 | 82* | . | . | . | -7 | 1.7 | .
O=[N+]([O-])c1ccc(CN2CCCCCC2)cc1 | -2.1 | ? | 1 | 13 | 1 | 3 | -2 | 7.4 | 0.3
CCOC(=O)c1cnn(CCOC(=O)Cc2cccs2)c1NC(=O)Cc1cccs1 | -1.5 | 1 | 0 | -1 | -12 | 2 | 5 | 2.6 | 2.6
CN(C(=O)CSc1n[nH]c(=O)[nH]c1=O)c1ccccc1 | -0.5 | 16 | 0 | 0 | -1 | 6 | -7 | -0.8 | 2.5
Cn1c(CCN2CCN(c3ccccn3)CC2)nc2cc(NS(=O)(=O)c3ccc(Cl)cc3)ccc21 | -6.0 | -5 | 3 | -4 | 2 | 7 | 5 | 1.3 | 0.5
Cc1ccc(C)c(CN2CCNC2=O)c1 | -0.1 | -1 | -1 | 7 | 7 | -5 | 1 | 0.0 | -1.6
CCC(C)(NC(=O)c1ccccc1)C(=O)O (stereo not given) | 0.8 | -1 | 4 | 11 | 5 | 0 | -1 | -4.5 | -3.0
CCOC(=O)C1(Cc2ccc(Cl)cc2)CCN(C(=O)c2cscn2)CC1 | -3.1 | -4 | -1 | -12 | -4 | -6 | 8 | . | 0.7
COc1cc(C(=O)N2CCN(c3ccc(C)cc3C)CC2)cc(OC)c1OC | 1.4 | -10 | 0 | -5 | -3 | 1 | 8 | 2.5 | 1.8
CC1(C)CC(=O)C/C(=N/NC(=O)c2ccc(-c3ccccc3)cc2)C1 | 0.1 | 2 | 5 | 5 | -2 | -20 | -1 | . | -1.7
COc1ccc(Nc2oc(COc3ccc(C)cc3)nc2C#N)cc1 | 0.7 | 0 | 1 | 1 | -1 | 1 | 8 | 1.0 | 1.2
COc1ccc(-c2c(C)n([O-])c3c([n+]2=O)CCCC3)cc1 | 0.4 | -1 | 1 | 7 | -2 | 3 | -16 | 0.1 | -0.9
O=C(CSc1nnc(-c2ccc(F)cc2)c2ccccc12)Nc1ccccc1Cl | -3.0 | -2 | -2 | 10 | -12 | 0 | 7 | -1.2 | 0.3
CCOc1cc(/C=N/NC(=O)CCn2nc(C)cc2C)ccc1O | -1.9 | -10 | 1 | 12 | 4 | 11 | 6 | . | 2.9
CCC(CC)C(=O)Nc1cc(NC(=O)C(CC)CC)cc(C(=O)O)c1 | -2.5 | 0 | -14 | -3 | 4 | 4 | -1 | 1.5 | -1.4
O=C(CSC(=S)N1CCCCC1)c1ccccc1 | -2.8 | 6 | -1 | 4 | -11 | -3 | 4 | 1.0 | -2.0
COC(=O)c1ccccc1OCC(=O)N1CCN(c2ccc(Cl)cc2)CC1 | -1.0 | 1 | 0 | 3 | 6 | -10 | -3 | 5.7 | -2.0
O=C(CCCC(=O)N(CC(=O)NC1CCCC1)Cc1ccc2c(c1)OCO2)Nc1ccccn1 | -1.9 | -7 | 0 | -6 | 7 | 6 | 1 | 0.0 | -0.6
COC(=O)c1sccc1NC(=O)/C=C/C(=O)O | -0.6 | 2 | 2 | 7 | -6 | 1 | 9 | . | 1.0
COc1ccccc1C1c2c(C)nn(-c3ccccc3)c2NC(=O)C1NC(=O)c1ccccc1 (stereo not given) | -4.5 | -1 | -4 | -9 | -5 | -3 | 2 | -0.4 | -2.1
CNC(=O)COC(=O)COc1ccc2c(C)cc(=O)oc2c1 | -4.7 | 0 | 23 | 3 | 0 | -2 | -3 | -0.2 | -0.6
COc1cc(NC(=S)NNC(=O)CC(C)C)c(OC)cc1Cl | -0.9 | -4 | -2 | 0 | 2 | 5 | -8 | . | 4.5
COc1ccccc1NC(=O)CSc1nnnn1C1CCCCC1 | . | 0 | 1 | 3 | 7 | 4 | 6 | -2.8 | -1.4
Cc1nnc(SCC(=O)Nc2sccc2C#N)n1Cc1ccccc1 | 0.1 | -7 | 1 | 9 | 0 | 6 | 2 | 1.1 | 2.8
O=C(NCC1CCCO1)C(c1ccncc1)N(Cc1cccs1)C(=O)Cn1nnc(-c2ccc(F)cc2)n1 (stereo not given) | -2.7 | -14 | 2 | -8 | -5 | -1 | -4 | . | 0.5
CSc1nnc(-c2sc3cc(C(F)(F)F)cnc3c2-c2ccccc2)n1C | -0.8 | -1 | 12 | 19 | -2 | -8 | -4 | 3.6 | -0.4
COc1cccc(CNC(=O)C2CCN(S(=O)(=O)c3ccc(Br)s3)CC2)c1 | -4.2 | 0 | -3 | -3 | 8 | 21 | -5 | . | -1.6
CCC(C)Sc1ccc([C@@H]2[C@@H]3C(=O)N(CC)C(=O)[C@@H]3[C@]3(C(=O)OC)CCCCN23)cc1 (stereo not given in full) | -1.7 | -1 | 3 | 9 | -1 | 2 | -7 | -0.2 | -0.7
O=C(/C=C/c1ccc([N+](=O)[O-])cc1)NCCc1ccc(F)cc1 | -1.1 | -4 | 1 | 13 | 9 | -12 | -19 | . | 2.6
COc1ccccc1N(Cc1ccccc1)S(=O)(=O)c1cccc(C(=O)Nc2cccc(C)n2)c1 | -3.6 | -2 | -1 | 14 | -35 | -7 | -7 | -1.5 | -0.4
CCN(CC)CCOC(=O)c1cc2cc(COC)ccc2o1 | -3.5 | 3 | 13 | 3 | 1 | 3 | . | 0.9 | -0.6
Cn1c(COc2ccc(Cl)cc2)nnc1SCC(=O)Nc1ccc2c(c1)CCC2 | -2.3 | 10 | 0 | 1 | -5 | 3 | 0 | 3.0 | -0.7
CCC1=NN2C(=N)/C(=C\c3cccn3-c3cccc(Cl)c3)C(=O)N=C2S1 | -6.7 | 3 | -2 | 19 | 0 | -4 | -3 | . | 0.2
CCc1ccc(NC(=O)CC2C(=O)Nc3c2c(=O)n(C)c(=O)n3C)cc1 (stereo not given) | 0.3 | 7 | 5 | 9 | 0 | -12 | -4 | -2.1 | -0.4
O=C(O)c1ccc(-n2ncc3c2/C(=C/c2cccc([N+](=O)[O-])c2)CC3)cc1 | -1.3 | -2 | 1 | 14 | -17 | -5 | 6 | . | 5.6
OC[C@@H]1CN(CCNc2ccccc2)C[C@H](n2cnc3c(NCc4ccncc4)ncnc32)O1 | -0.4 | -7 | 5 | 11 | . | . | -7 | 0.6 | .
CCC(C(=O)Nc1ccccn1)c1ccccc1 (stereo not given) | -1.1 | -6 | -2 | -5 | -15 | 4 | -4 | . | 4.2
CC(C)N(CC(=O)Nc1ccc(Cl)cc1C(F)(F)F)C(=O)CCl | -2.0 | -6 | 6 | 5 | 1 | -3 | -8 | . | -1.4
Cc1ccccc1C(=O)Nc1ccnn1C1CCN(C(C)Cc2ccccc2F)CC1 (stereo not given) | -3.3 | -1 | -2 | -3 | 4 | 9 | -19 | 3.6 | 0.0
Cc1cc(NC(=O)c2ccc3nccnc3c2)ccc1Br | . | -4 | -3 | 4 | -14 | 14 | -12 | 0.0 | 3.5
Cn1cc(S(=O)(=O)N2CCOCC2)cc1C(=O)NCc1ccccc1Cl | -2.9 | -3 | -1 | -10 | 4 | 5 | 14 | -0.8 | 1.5
Cc1cccc(C(=O)NCCNC(=O)c2ccccn2)c1 | 0.2 | -4 | -2 | -11 | -11 | 3 | 4 | 0.2 | -0.6
CCCCC(=O)N/N=C/c1ccc(Sc2cccc3cccnc23)o1 | -1.1 | 0 | 4 | 10 | -1 | -1 | 4 | -0.5 | -3.2
CCOC(=O)C1=C(C)N(c2ccccc2)C(=O)/C1=C\c1cccs1 | -0.1 | -12 | 2 | 16 | -2 | 11 | -7 | 2.3 | -1.0
COCCN1CCN(C(=O)c2ccc3c(c2)S(=O)(=O)c2ccccc2C3=O)CC1 | . | . | . | . | -3 | 1 | -27 | . | -2.2
O=C(Nc1ccc2oc(-c3ccccc3Cl)nc2c1)c1ncn[nH]1 | -3.2 | 3 | 17 | 1 | -33 | -5 | 8 | -2.1 | 1.8
Cc1nn(-c2ccccc2)c(C)c1/C=N/n1c(-c2ccncc2)n[nH]c1=S | -0.8 | -1 | -3 | 8 | 0 | 1 | -4 | . | -0.3

# The list continues.
smiles | FadD28 FP inh | BoNT-F LC inh | Mtb FBA inh | GDH-TPI inh | Rv3671c protease | MazF activator | PrPC TRFRET | BioA inh | Mtb UGM inh
CCOC(=O)c1cc(S(=O)(=O)N(C)Cc2ccccc2)cn1C | -1.7 | -1 | 1 | 8 | 10 | 3 | 2 | -0.4 | -1.0
CN1CCN(C(c2ccc(Br)cc2)c2cc(Cl)c3cccnc3c2O)CC1 (stereo not given) | -5.7 | -9 | 4 | -5 | 5 | -46 | -2 | 0.0 | 0.8
CN(CC(=O)NCc1cccs1)CC(=O)Nc1ccccc1Cl | -3.2 | 9 | 2 | 0 | . | 9 | 0 | 0.4 | .
Cc1nnsc1C(=O)N1CCN(c2ccc(C#N)cn2)CC1 | 0.2 | -9 | 1 | -1 | -1 | 12 | 3 | 6.9 | 1.2
O=C(N/N=C/c1cc2c(cc1Br)OCO2)c1c[nH]c2ccccc12 | -5.2 | 3 | 2 | 22 | -21 | 8 | 4 | . | -1.2
O=[N+]([O-])c1ccc(CN2CC(N3CCC(c4ccccc4)CC3)CS2(=O)=O)cc1 (stereo not given) | -1.3 | -1 | 2 | . | . | . | -15 | -0.7 | .
COC(=O)CC1C(=O)NCCN1C(=O)CSc1nc2cc(Cl)ccc2o1 (stereo not given) | -3.4 | -8 | 0 | -1 | -5 | 12 | 6 | 1.7 | 5.6
COc1cc(C(=O)N2CCN(c3ccccc3)CC2)c2ccccc2n1 | -1.4 | 9 | -3 | 9 | . | 11 | 2 | -0.7 | .
Cc1ccc(-c2cc(C(=O)N/N=C/C(Br)=C/c3ccccc3)n[nH]2)o1 | -3.1 | -4 | 3 | 11 | -38 | -6 | 5 | . | 0.6
Cc1nnn(-c2nonc2N)c1C(=O)N/N=C/c1cccc2ccccc12 | -3.1 | 6 | 1 | 6 | 0 | -27 | 2 | . | 2.9
CN(C)C1(CNC(=O)c2cccc(S(=O)(=O)Nc3ccc(Br)cc3)c2)CCCCC1 | -1.7 | 13 | 2 | -6 | 2 | -2 | -3 | 10 | -1.7
Cc1ccc(S(=O)(=O)Nc2cccnc2)cc1 | -3.5 | -42 | -9 | -10 | 0 | -2 | 5 | . | -0.6
Cc1cccc(-n2c(SCC(=O)Nc3ncc(Cl)cc3Cl)nc3ccccc32)c1 | -3.0 | -9 | -3 | 5 | -11 | -7 | 6 | -0.1 | 0.8
